Compound activity (PubChem)
GPR151 ag: activates the human receptor GPR151; PathHunter beta-arrestin GPR151 cells, luminescence; activation, % at 11.2 µM; actives 1% (n = 650,000); Q8TDV0; in the data active = activation above about 4.9%;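 note: 0% = median of compound wells and 100% = cells with positive control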
Target sequence (Q8TDV0 whole entry, looked up): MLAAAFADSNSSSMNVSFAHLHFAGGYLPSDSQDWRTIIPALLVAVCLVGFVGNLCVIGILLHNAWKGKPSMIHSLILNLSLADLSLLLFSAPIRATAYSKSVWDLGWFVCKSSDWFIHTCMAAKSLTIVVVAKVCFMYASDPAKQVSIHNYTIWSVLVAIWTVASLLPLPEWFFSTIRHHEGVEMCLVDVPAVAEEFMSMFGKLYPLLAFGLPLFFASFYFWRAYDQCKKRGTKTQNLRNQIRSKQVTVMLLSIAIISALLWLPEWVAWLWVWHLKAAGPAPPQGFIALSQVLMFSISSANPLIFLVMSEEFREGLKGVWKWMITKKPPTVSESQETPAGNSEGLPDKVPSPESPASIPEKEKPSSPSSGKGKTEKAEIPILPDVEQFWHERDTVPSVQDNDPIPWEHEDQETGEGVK
FBW7 activator: activators of human E3 ligase FBW7; normalized activity (activation), % at 26.1 µM; actives 0.13% (n = 650,000); AID 1259310; AlphaScreen FBW7–phospho-cyclin E peptide binding, activator screen; in the data active = normalized activity above about 1.9%;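 note: purified mutant Fbw7 with reduced substrate affinity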
MITF inh: blocks human microphthalmia-associated transcription factor. O75030. AlphaScreen MITF homodimerization, bead proximity signal. inhibition, % at 2.6 µM. actives 0.91% (n = 650,000); in the data active = inhibition above about 50%;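 note: 0% = vehicle wells with protein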
Target sequence (O75030 whole entry, looked up): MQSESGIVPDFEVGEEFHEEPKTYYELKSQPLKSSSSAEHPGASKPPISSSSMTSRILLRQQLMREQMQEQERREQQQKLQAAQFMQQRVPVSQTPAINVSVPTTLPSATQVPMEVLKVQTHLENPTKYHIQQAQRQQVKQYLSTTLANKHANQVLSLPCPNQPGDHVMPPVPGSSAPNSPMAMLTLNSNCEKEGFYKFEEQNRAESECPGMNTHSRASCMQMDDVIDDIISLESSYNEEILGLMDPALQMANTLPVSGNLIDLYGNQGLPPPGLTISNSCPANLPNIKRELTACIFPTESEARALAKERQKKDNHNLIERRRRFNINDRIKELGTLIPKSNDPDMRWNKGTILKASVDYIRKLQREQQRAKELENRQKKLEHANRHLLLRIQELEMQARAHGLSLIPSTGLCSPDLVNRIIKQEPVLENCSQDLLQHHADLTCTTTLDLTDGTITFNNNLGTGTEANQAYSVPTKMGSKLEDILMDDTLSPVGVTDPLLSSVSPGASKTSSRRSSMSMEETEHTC
TEAD-YAP inh: TEAD-YAP interaction inhibition; HEK-TIYL cells, TEAD-Gal4/YAP UAS-luciferase luminescence; inhibition, % at 9.12 µM; actives 1.4% (n = 640,000); AID 1259422; in the data active = inhibition above about 32%;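 note: 0% = median of test compound wells and 100% = reference inhibitor wells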
* hit, by the source's call. Compounds were not picked by outcome; overall some 3.4% were active at least once.

SMILES	GPR151 ag	FBW7 activator	MITF inh	TEAD-YAP inh
COc1ccccc1CNc1nc(SC)nc2ccccc12	-0.1	-0.1	-1.0	-2.1
CC1(C)Cc2ccccc2C(CC(O)(C(F)(F)F)C(F)(F)F)=N1	0.5	0.5	-15.1	-7.6
Cc1nc(NCc2ccccc2Cl)c2c3c(sc2n1)CCCC3	-0.4	0.1	15.9	3.2
COc1ccc(S(=O)(=O)N(CC(=O)NCc2ccco2)c2ccc(Cl)cc2)cc1	1.7	0.3	-0.1	-7.1
Cc1nc2cc3ccccc3cc2o1	0.5	0.2	-8.2	4.2
CC(Cc1cccs1)NS(=O)(=O)c1ccc(Cl)cc1 (stereo not drawn)	2.5	0.0	-7.8	1.8
COc1ccc(OC)c(-n2c(SCC(=O)Nc3cccc(C)c3)nc3c(c2=O)SCC3)c1	0.1	-0.1	3.7	13.8
Cc1nc2ccccc2c(=O)n1NC(=O)CCC(=O)O	-0.8	-0.1	-8.4	-0.5
C=CCS(=O)(=O)CC(=O)Nc1ccccc1	0.1	0.0	-1.7	-8.5
O=C(NNC(=O)C1CC(=O)N(Cc2ccccc2)C1)c1ccc(Br)cc1 (stereo not drawn)	4.7	0.0	13.7	-15.4
N#CC1=C(N)Oc2n[nH]c(-c3cccs3)c2C1c1ccccc1OC(=O)N1CCOCC1 (stereo not drawn)	-0.3	-0.1	1.5	5.5
N=C1SC2CS(=O)(=O)CC2N1c1ccc(OC(F)(F)F)cc1 (stereo not drawn)	-0.2	0.1	-13.3	-10.2
COc1cc(/C=c2\sc3nc4cc(Br)cnc4n3c2=O)ccc1OC(C)=O	-1.0	-0.2	-5.5	-4.5
COc1ccc(C(=O)Oc2ccccc2/C=C2/C(=O)N(c3ccccc3)N=C2C)cc1	-0.6	-1.1	7.2	-1.5
O=C(CCCCn1c(=O)c2ccccc2n(Cc2c(F)cccc2Cl)c1=O)NC1CCCC1	2.2	0.4	10.6	12.7
CN(C1CCS(=O)(=O)C1)S(=O)(=O)c1ccc(C(C)(C)C)cc1 (stereo not drawn)	0.0	-0.1	3.0	9.6
Cc1nnc(NC(=O)Cn2nc(C)c3ccccc3c2=O)s1	0.1	0.0	9.5	-3.1
CCOC(=O)c1sc2ncnc(NCC(C)(C)N3CCOCC3)c2c1C	0.2	0.8	11.9	-9.4
O=C(Nc1ccc(-c2cn[nH]c2)cc1OCCN1CCCC1)OCc1ccccc1	-1.2	-0.4	2.9	-2.2
CCC(=O)N1CC(C)C(=O)N(C(=O)CC)c2ccccc21 (stereo not drawn)	-0.8	0.2	-5.3	2.4
Cc1cc(NC(=O)C2CCCCC2)ncc1NC(=O)c1cccc(F)c1	-0.7	-0.2	-15.4	-4.3
COc1ccc(CNC(=O)c2cc(CC(C)C)on2)cc1OC	1.9	0.3	5.2	9.8
O=C(O)/C(=C\c1cccs1)Sc1nnc(-c2ccc(F)cc2)o1	-0.6	0.1	2.7	-2.9
COc1ccccc1/C=N/N1C(=O)C2C3C=CC(CC3)C2C1=O (stereo not drawn)	-0.3	-0.1	8.7	-1.0
O=C(CCOc1ccccc1)Nc1ccc(Br)cc1	0.5	0.2	10.3	-65.0
CC1=C(C(=O)OC2CCCC2)C(c2cc3c(cc2Br)OCO3)C2=C(CC(C)(C)CC2=O)N1 (stereo not drawn)	0.6	0.0	-1.5	-2.7
CCc1ccc(-c2oc(C)c(C)[n+]2[O-])cc1	-2.6	0.2	15.2	-14.0
CCn1c(C(=O)O)c(CNCc2cc(OC)c(OC)c(OC)c2)c2ccc(OC)cc21	0.8	0.4	-4.4	1.2
Cc1nn(-c2ccc(Cl)c(C(=O)O)c2)c(C)c1[N+](=O)[O-]	1.2	-0.1	10.7	6.6
O=C(NCc1ccccn1)c1ccc(O)cc1	0.8	-0.2	-0.8	-3.4
COCC(C)NC(=O)NC1CC(=O)N(c2ccc(F)cc2)C1 (stereo not drawn)	0.3	0.1	1.8	-10.6
O=C(CNC(=S)N(Cc1cccs1)C1CCCCC1)N1CCOCC1	-0.5	0.7	20.2	3.3
CCN1C(=O)N(CC)C2C1N(CC)C(=O)N2CC (stereo not drawn)	0.6	0.1	-2.6	0.6
CC(=O)Nc1nc(-c2cc(Cl)ccc2Cl)cs1	-0.7	0.1	3.9	6.3
Cc1ccc(NC(=O)c2ccco2)c(NC(=O)Cc2cccs2)c1	-0.8	0.0	-1.9	0.0
CC(C)(C)C1CCc2oc3c(cc(NS(=O)(=O)c4ccc(Cl)cc4)c4ccccc43)c2C1 (stereo not drawn)	-1.3	0.0	0.9	-0.4
COc1cc(NC(=O)c2ccc3nc(-c4csc5ccccc45)sc3c2)cc(OC)c1OC	0.8	-0.1	1.9	-69.8
Cc1nc(NC(=O)CSc2ncc(-c3ccc(F)cc3)[nH]2)sc1C	-0.8	1.0	14.1	-4.9
Nc1ncnc(NCCC2=CCCCC2)c1[N+](=O)[O-]	-1.9	-0.1	-11.3	-48.4
S=C(SCc1cn2ccccc2n1)N1CCOCC1	-0.8	-0.1	8.5	-56.4
COC(=O)c1ccc(OCC2CNC(=O)O2)cc1 (stereo not drawn)	-0.1	-0.1	4.0	2.9
CSc1nc(N)nc(SCC(=O)Nc2ccc(C)cc2)c1C#N	-0.1	0.2	3.8	-1.2
COCCNC(=O)C(C)N1C(=O)COc2ccc(C)cc21 (stereo not drawn)	1.7	0.3	15.7	8.6
CC1CN(C(=O)N2CCC(C(=O)NCc3ccc(F)cc3)CC2)c2cc(Cl)ccc2O1 (stereo not drawn)	-3.5	0.7	7.6	5.7
COc1cc(C2NC(C(=O)O)CS2)ccc1OCc1c(Cl)cccc1Cl (stereo not drawn)	-0.3	-0.3	4.5	1.2
CC(C)NC(=O)c1ccccc1NC(=O)CN1C(=O)c2ccccc2S1(=O)=O	-0.3	0.0	11.5	4.2
Cc1ccc(N(C(=O)C(C)C)C2C=CS(=O)(=O)C2)cc1Cl (stereo not drawn)	-0.7	0.2	4.3	0.0
CC(=O)Oc1c(Sc2ccccc2)c(C)nn1C(C)(C)C	0.9	0.0	3.3	10.2
Cc1nnc2n1NC(c1ccc(Cl)cc1)C(C(=O)N(C)C1CCCCC1)S2 (stereo not drawn)	-0.7	0.0	-1.3	1.9
Clc1ccc(-c2cnnc(NC3CCC3)n2)cc1	0.0	0.2	15.9	-1.4

More compounds
SMILES	GPR151 ag	FBW7 activator	MITF inh	TEAD-YAP inh
CCC(C)NC(=O)c1sc2ncnc(N3CCN(c4ccccc4)CC3)c2c1C (stereo not drawn)	-0.6	-0.6	11.6	-4.5
CCc1ccc(C(=O)N2CCN(c3ccc(-n4nc(C)c(C)c4C)nn3)CC2)cc1	-0.8	-0.1	-10.9	5.8
O=C(NCCO)c1cccc(-c2ccc3c(-c4ccc(F)cc4)[nH]nc3n2)c1	1.0	-0.1	8.4	-63.3
Cc1sc(NC(=O)C2CCCCC2C(=O)O)c(C(N)=O)c1C (stereo not drawn)	0.0	0.1	8.7	-1.4
Cc1oc(-c2cccs2)nc1CSCC(=O)NC1CCCC1	0.6	-0.4	4.9	-0.3
COc1cc(NC(=O)Cc2ccccc2)ccc1NC(=O)Cc1ccccc1	0.2	-0.1	0.1	-7.8
CC(=O)c1cccc(-c2nc(NC3CC3)c3ncn(C4CCCCC4)c3n2)c1	9.4*	0.0	15.0	-5.5
CNC(=O)C1Cc2ccccc2N1C(=O)Nc1ccccc1OC (stereo not drawn)	1.2	0.2	-0.6	3.9
Cc1cccc(-n2c(C)nc3cc(C(=O)NCCN4CCOCC4)ccc32)c1	0.3	-0.1	-45.7	2.2
CC(C)CCn1c(CN2CCC(C(N)=O)CC2)nc2c1c(=O)n(C)c(=O)n2C	1.0	-0.1	2.0	0.7
O=C(Nc1ccc(Oc2ccc(Br)c3ccccc23)c(Cl)c1)c1cc2cc(Br)ccc2oc1=O	3.4	-0.1	-2.6	-3.1
O=C(/C=C/c1ccc([N+](=O)[O-])o1)C12CC3CC(CC(C3)C1)C2	-0.5	0.2	14.7	-5.0
CCOC(=O)c1cnc2c(C)c(Cl)ccc2c1Nc1ccc(N2CCOCC2)cc1	-1.4	-0.1	1.1	-0.9
O=C1COc2ccc(C(=O)COC(=O)CNC(=O)c3ccccc3)cc2N1	0.6	0.0	20.9	0.5
COC(=O)COc1ccc(S(=O)(=O)NCc2ccc3c(c2)OCO3)cc1	0.1	0.3	6.9	3.2
CCCCCCCCCn1c(SCC(=O)O)nc2c1c(=O)[nH]c(=O)n2C	-0.6	0.2	7.2	-0.3
Cc1cccc2c1-c1sc(C(=O)N3CCOCC3)cc1CO2	0.1	0.2	-2.0	-50.4
O=C(O)c1ccc(NC(=O)c2ccc(S(=O)(=O)N3CCCCC3)cc2)cc1	-2.5	0.5	-2.8	-0.5
CCOC(=O)c1ccc(Nc2nc3nonc3nc2NC)cc1	-0.2	-0.1	12.4	13.4
O=C1CCCc2c1nc(-c1ccccc1)n2OCc1ccccc1	-0.3	0.0	10.3	0.5
Cc1ccc(CN2CCNC(=O)C2CC(=O)N2CCOc3ccccc3C2)o1 (stereo not drawn)	1.5	-0.1	5.8	1.3
COc1cc(OC)c(OC)cc1/C=C/c1nc2cc3ccccc3cc2c(=O)n1-c1ccccc1Br	-1.0	0.2	-6.6	-5.0
O=C(C1CCCO1)N1CCN(C(=S)Nc2cccc(Cl)c2)CC1 (stereo not drawn)	0.1	0.0	9.2	-3.0
O=C1CC(Cc2ccc(Br)cc2)C(=O)N1c1ccc(F)cc1 (stereo not drawn)	1.0	0.0	0.0	4.8
COc1ccc(C(=O)N2CCCc3ccccc32)cc1S(=O)(=O)N1CCCc2ccccc21	0.5	-0.1	2.2	-1.7
COc1ccc(CCNC(=O)CCCCCn2c(SCc3ccc([N+](=O)[O-])cc3)nc3cc4c(cc3c2=O)OCO4)cc1OC	-0.6	-0.1	3.2	-5.5
COc1ccc(CNc2nccn3c(-c4cccc(C(=O)NCCO)c4)cnc23)cc1	0.5	-0.6	0.5	2.5
CC(C)Oc1cccc(C(=O)C2CCCN(C(=O)CCC(N)=O)C2)c1 (stereo not drawn)	-1.0	0.0	-3.6	1.1
O=C(CC(C(=O)c1ccccc1)n1cccn1)c1ccccc1 (stereo not drawn)	0.1	0.0	-3.7	-7.7
CC1(C)c2ccccc2N(CC(N)=O)C12C=Cc1cc([N+](=O)[O-])ccc1O2 (stereo not drawn)	1.9	0.0	-2.0	-1.4
COc1ccc([N+](=O)[O-])cc1NC(=O)COC(=O)CC(c1ccccc1)c1ccccc1	5.2*	-0.3	4.0	-8.5
CC(C)(C)c1cc(C(c2ccc(F)cc2)N2CCN(CCO)CC2)cc(C(C)(C)C)c1O (stereo not drawn)	-0.8	-0.1	1.9	3.6
COc1ccc(N(CC(=O)NCc2ccco2)C(=O)CCC(=O)Nc2ccccn2)cc1	0.2	0.1	3.2	2.7
COc1cc(CNc2ncc(-c3ccc(O)cc3)n3ccnc23)cc(OC)c1OC	0.5	0.1	9.8	16.6
COc1ccc(O)c(/C=N/NC(=O)CNC(=O)c2ccc(OC)c(OC)c2)c1	0.8	0.0	10.9	5.7
CC1=C(C(=O)OCc2ccccc2)C(c2ccc3c(c2)OCO3)C2=C(CCCC2=O)N1 (stereo not drawn)	-0.4	0.3	10.1	2.8
COC(=O)c1cc(NC(=O)CSc2nc3ccccc3[nH]2)cc(C(=O)OC)c1	0.0	-0.1	3.8	14.1
CC(C)c1ccc2nc3sc(C(=O)N4CCOCC4)c(N)c3cc2c1	1.1	0.3	12.4	-59.5
Cc1ccc(N2NC3(CC(C)CC(C)(C)C3)NC2=S)cc1C (stereo not drawn)	0.7	0.2	11.7	-8.1
Cc1cc(NC(=O)C(C)Oc2ccc(Cl)cc2Cl)no1 (stereo not drawn)	0.0	-0.2	-8.9	-26.7
NC(=O)c1ccc(NC(=O)CN2CCN(c3ccccn3)CC2)cc1	0.1	0.2	9.7	24.2
COc1ccc(C)cc1NC(=O)CN(c1cccc(C)c1C)S(C)(=O)=O	-0.3	-0.1	3.7	14.6
CCOc1ccccc1/C=C1/N=C(c2ccc(C)c([N+](=O)[O-])c2)OC1=O	-1.7	0.0	1.3	9.6
Cc1cc(-c2ccc(Cl)cc2)c(C#N)c(=S)[nH]1	0.8	0.2	1.4	0.3
Cc1cccc(N2C(=O)/C(=C\c3ccc(Br)s3)S(=O)(=O)C2c2cccc([N+](=O)[O-])c2)c1 (stereo not drawn)	1.5	0.1	14.9	-1.9
Cc1cccc2c(=O)c(C(=O)N3CCC(C)CC3)c[nH]c12	1.2	-0.1	-11.4	-13.7
O=C(NC1(c2ccccc2)CC1)C1CC(Cc2ccc(F)cc2)=NO1 (stereo not drawn)	1.7	-0.1	-5.6	-7.7
CC(=O)c1ccc(NC(=O)c2ccc(C)c(S(=O)(=O)N3CCOCC3)c2)cc1	1.4	0.0	-3.6	1.3

Laid out differently: entries from further up.
smiles,GPR151 ag,FBW7 activator,MITF inh,TEAD-YAP inh
O=C(NC1(c2ccccc2)CC1)C1CC(Cc2ccc(F)cc2)=NO1 (stereo not drawn),1.7,-0.1,-5.6,-7.7
CCOc1ccccc1/C=C1/N=C(c2ccc(C)c([N+](=O)[O-])c2)OC1=O,-1.7,0.0,1.3,9.6
NC(=O)c1ccc(NC(=O)CN2CCN(c3ccccn3)CC2)cc1,0.1,0.2,9.7,24.2
CC(=O)c1ccc(NC(=O)c2ccc(C)c(S(=O)(=O)N3CCOCC3)c2)cc1,1.4,0.0,-3.6,1.3
Cc1cccc(N2C(=O)/C(=C\c3ccc(Br)s3)S(=O)(=O)C2c2cccc([N+](=O)[O-])c2)c1 (stereo not drawn),1.5,0.1,14.9,-1.9
Cc1cccc2c(=O)c(C(=O)N3CCC(C)CC3)c[nH]c12,1.2,-0.1,-11.4,-13.7
